# aSyn yeast rescue: rescues yeast growth from alpha-synuclein toxicity; S. cerevisiae alpha-synuclein toxicity rescue, BacTiter-Glo growth, 24 h; Potency, µM (series often up to 46.1 µM), without a hit: top-dose growth rescue (activation), usual class: activators; actives 0.02% (n = 94,000); AID 1347070; active = well fitted activation curve with a large enough effect; note: 0% is about no effect
#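 Growth restoration measured by BacTiter-Glo luminescence after 24 hr at 30 deg C; alpha-synuclein yeast, raffinose-pregrown to mid-log, were added at OD600=0.02 in galactose medium onto pinned compounds.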
# * marks the source's active call; other numbers are inactive results; [ ] = another dose, or the depositor's remark. Potency is the fitted concentration of half-maximal effect. Some of the compounds tested (hit frequency here may not be typical).
mol | aSyn yeast rescue
COc1ccc2c(c1)c1c(c(=O)n(-c3cccc(Cl)c3)c(=O)n1CC(=O)NCC1CCCO1)n2C (configuration not stated) | -2%
COc1ccccc1C(=O)OCc1cc(=O)n2nc(C3CC3)sc2n1 | 14%
COc1ccc(CCNC(=O)CCc2c(C)c3cc4c(C)coc4cc3oc2=O)cc1 | -4%
COC(=O)c1scc(C)c1N1C(=O)c2ccccc2C1=O | 1%
COc1ccc(OC)c(-c2nc(CN(C)C(C)c3ccncn3)c(C)o2)c1 (configuration not stated) | 4%
Cc1nc2c(-c3ccc(F)cc3)c(C)nn2c(C)c1CCC(=O)NCc1cccc(Cl)c1 | -4%
COc1ccc(Cl)c(NC(=O)C/C(C)=N/NC(=O)CCc2ccccc2)c1 | 10%
CCCCCn1cnc2c(=S)nc(N)[nH]c21 | 4%
CCOC(=O)c1ccc(NC(=O)C2Cc3ccccc3C(=O)O2)cc1 (configuration not stated) | -10%
CCn1cc(C(=O)N(C)Cc2ccccc2)c(=O)c2cc(S(=O)(=O)N3CCc4ccccc4C3)ccc21 | 7%
Cc1ccc(NC(=O)c2ccc(-c3cccc(Cl)c3C)o2)cc1 | -18%
Cc1ccc(Cn2c(C(=O)O)c(CNC3CCCCC3)c3ccc(C)cc32)cc1 | 4%
CCC(C)c1ccccc1OCC(=O)Nc1ccc(S(=O)(=O)Nc2cc(C)on2)cc1 (configuration not stated) | 2%
Cn1c(=O)c2c(SCc3cccnc3)nc(CC(C)(C)C)nc2n(C)c1=O | -4%
CC(=O)Nc1ccc(S(=O)(=O)Nc2ccccc2C(=O)N2CCCC2)cc1 | -4%
Cc1c(C(=O)Nc2ccc(F)c(F)c2)oc2ccc(S(=O)(=O)N(C)C3CCCCC3)cc12 | 4%
COCc1nnc(NC(=O)c2cc3ccccc3o2)s1 | -7%
COc1ccc(N(CCC(=O)Nc2ccccc2F)S(=O)(=O)c2ccc(C)cc2C)cc1 | 4%
N#C/C(=C\c1c(Oc2ccc(F)cc2)nc2ccccn2c1=O)c1nc2ccccc2s1 | 7%
O=C(COc1ccc(S(=O)(=O)N2CCCC2)cc1)N1CCCC1 | 8%
Nc1cccc(/C=C/c2ccncc2)c1 | -6%
NC(=O)CSc1nnc(COc2ccccc2)n1N | -8%
COc1ccc(OC)c(NC(=O)C2CCN(S(=O)(=O)c3c(C)noc3/C=C/c3ccc(C)cc3)CC2)c1 | 0%
CCOC(=O)C(NC(=O)Nc1ccc(Cl)cn1)(Oc1ccccc1)C(F)(F)F (configuration not stated) | 6%
COC(=O)c1ccccc1NC(=O)CCCn1c(C)c2cnn(-c3ccccc3)c(=O)c2c1C | -9%
Cc1ccc(C)c(S(=O)(=O)N2CCCC2CNC(=O)C(=O)NCc2ccco2)c1 (configuration not stated) | -5%
COCCCN1C(=O)CC(C(=O)OC)=C1C | -4%
Clc1ccccc1Cn1cccc1C1=NC(Cc2ccccc2)CO1 (configuration not stated) | -21%
COc1ccc(C)cc1N(CC(=O)N/N=C/c1ccc2c(c1)OCO2)S(C)(=O)=O | 4%
COc1ccc(N2CCN(C(CNC(=O)c3ccc(C)cc3)c3ccc4c(c3)OCO4)CC2)cc1 (configuration not stated) | 4%
Cc1cccc(OCCn2cnc(Cl)c2Cl)c1 | 29%
CC(CNC(=O)C1CCN(C(=O)c2cc3sccc3n2C)CC1)c1ccccc1 (configuration not stated) | 6%
Cc1cc(C(=O)CN2C(=O)NC(CC(C)C)C2=O)c(C)n1-c1ccccc1F (configuration not stated) | -3%
Cc1nonc1NC(=O)CSc1ccccn1 | 4%
O=C(O)c1cc(-n2c(/C=C\c3ccc(F)cc3)nc3ccccc3c2=O)ccc1Cl | -20%
CCOc1ccc(/C=C/c2nc(C#N)c(NCCc3ccccc3)o2)cc1 | -4%
Cc1ccc(-c2cnc(NCc3ccc(C(F)(F)F)cc3)n2C)cc1 | 2%
O=C(CC(=O)NCc1ccc(Cl)cc1)NCc1ccc(Cl)cc1 | 2%
CCOc1ccc(C(=O)Nc2ccc3c(c2)CCCN3S(=O)(=O)c2ccc(C)cc2)cc1 | -4%
Cc1cccc(OCC(=O)Nc2ccc3nc(Nc4cccc(Cl)c4)cc(C)c3c2)c1 | -10%
Cc1nonc1NC(=O)CSc1cn[nH]n1 | -2%
CC(C)(C)C1CCC(C(=O)OCC(=O)N2CCOCC2)CC1 (configuration not stated) | 9%
Cc1c(Cl)cccc1NC(=O)CCS(=O)(=O)c1ccc(Br)s1 | 5%
COc1ccc(NS(=O)(=O)c2ccc(Br)cc2)cn1 | 2%
O=C(NCc1ccccc1)c1ccc(CSc2nc3cccnc3n2Cc2ccccc2F)cc1 | 1%
CCN(CC)c1ccc(CNS(=O)(=O)c2cc3c(cc2C)NC(=O)CO3)cc1 | -2%
COc1ccc(C2=NN(C(=O)CSC3=NN4CCCC(=O)N=C4S3)C(c3cccc(OC)c3OC)C2)cc1 (configuration not stated) | -8%
CCOc1cc(/C=N/NC(=O)c2cccc(S(=O)(=O)N3CCCC3)c2)ccc1OCC(=O)N(C)C | -11%
Cc1ccc(N(CC(=O)NC(C)(C)C)C(=O)CCC(=O)Nc2ccccn2)cc1 | 6%
CCc1ccc(NC(=O)Cn2cc(S(=O)(=O)N3CCCC3)c(S(=O)(=O)N3CCCC3)c2)cc1 | 7%
CC(C)c1ccc(/C=C/C(=O)Nc2ccc(CN3CCOCC3)cc2)cc1 | 5%
O=C(N/C(=C/c1cccnc1)C(=O)N1CCCCCC1)c1ccccc1 | -2%
CCn1cnc2c1c(=O)n(Cc1ccc(C(=O)OC)cc1)c(=O)n2Cc1ccccc1 | -10%
Cc1ccc(CN(C(=O)COc2cccc([N+](=O)[O-])c2)c2ccccn2)o1 | 1%
CCOC(=O)N1CCc2c(sc3c2C(=O)NC(c2ccccc2F)N3)C1 (configuration not stated) | -1%
CCc1nc2ccc(C(=O)N3CCN(c4cccc(OC)c4)CC3)cc2nc1CC | 4%
Cc1ccc(/C(O)=C2\C(=O)C(=O)N(C)C2c2ccccc2)cc1 (configuration not stated) | 1%
O=C(c1cc(Sc2cccc(Cl)c2)nc2ccccc12)N1CCN(c2ccccn2)CC1 | -22%
CC1CCC(NC(=O)CCc2cn(Cc3ccc(F)cc3)c3ccccc23)CC1 (configuration not stated) | -1%
CCOc1ccc(S(=O)(=O)NCc2cccs2)cc1C(C)C | 16%

# As a working copy, 13 of the compounds above.
mol | aSyn yeast rescue
Cc1nc2c(-c3ccc(F)cc3)c(C)nn2c(C)c1CCC(=O)NCc1cccc(Cl)c1 | -4%
COc1ccc(Cl)c(NC(=O)C/C(C)=N/NC(=O)CCc2ccccc2)c1 | 10%
CCCCCn1cnc2c(=S)nc(N)[nH]c21 | 4%
CCOC(=O)c1ccc(NC(=O)C2Cc3ccccc3C(=O)O2)cc1 (configuration not stated) | -10%
CCn1cc(C(=O)N(C)Cc2ccccc2)c(=O)c2cc(S(=O)(=O)N3CCc4ccccc4C3)ccc21 | 7%
Cc1ccc(NC(=O)c2ccc(-c3cccc(Cl)c3C)o2)cc1 | -18%
Cc1ccc(Cn2c(C(=O)O)c(CNC3CCCCC3)c3ccc(C)cc32)cc1 | 4%
CCC(C)c1ccccc1OCC(=O)Nc1ccc(S(=O)(=O)Nc2cc(C)on2)cc1 (configuration not stated) | 2%
Cn1c(=O)c2c(SCc3cccnc3)nc(CC(C)(C)C)nc2n(C)c1=O | -4%
CC(=O)Nc1ccc(S(=O)(=O)Nc2ccccc2C(=O)N2CCCC2)cc1 | -4%
Cc1c(C(=O)Nc2ccc(F)c(F)c2)oc2ccc(S(=O)(=O)N(C)C3CCCCC3)cc12 | 4%
COCc1nnc(NC(=O)c2cc3ccccc3o2)s1 | -7%
COc1ccc(N(CCC(=O)Nc2ccccc2F)S(=O)(=O)c2ccc(C)cc2C)cc1 | 4%

# The listing continues:
mol | aSyn yeast rescue
COC(=O)CN(c1ccc(OC)cc1OC)S(=O)(=O)c1ccccc1[N+](=O)[O-] | -3%
CCCCc1nn2c(=O)cc(COC(=O)c3cccc(NC(=O)CCc4ccccc4)c3)nc2s1 | -4%
CCCOc1ccc(/C=C/c2[nH]c(=O)[nH]c(=O)c2[N+](=O)[O-])cc1OCC | -1%
Cc1noc(C)c1NC(=O)Nc1ccc2c(c1)C(=O)N([C@H](C)CO)C[C@@H](C)[C@@H](CN(C)S(=O)(=O)c1cn(C)cn1)OCCCC[C@H](C)O2 | -3%
O=C(Nc1ccccc1C(F)(F)F)c1ccc(F)c(S(=O)(=O)N2CCc3ccccc3C2)c1 | -1%
CCc1cccc(CC)c1NC(=O)c1c(C)oc2ccc(O)c(CN3CCN(C)CC3)c12 | 1%
COc1ccc(/C=N/NC(=S)Nc2ccccc2)cc1COc1ccc(F)cc1F | -8%
O=C(/C=C/c1ccc([N+](=O)[O-])cc1)N1CCN(S(=O)(=O)c2cccs2)CC1 | -3%
CN(Cc1ccc(F)cc1)C(=O)c1cccc(S(=O)(=O)N2CCN(c3ccc(F)cc3)CC2)c1 | 8%
CCCOC(=O)c1c(NC(=O)c2cc3nc(-c4ccc(OC)cc4)cc(C(F)(F)F)n3n2)sc2c1CCCC2 | -10%
CC(C)=CCN1CCN(Cc2cnc(C)s2)CC1CCO (configuration not stated) | 2%
O=C1N=c2ccccc2=C1c1sc(=S)n(Cc2ccccc2Cl)c1O | -13%
CCOC(=O)CNC(=O)N1CCCN(S(=O)(=O)c2ccc3c(ccn3CC)c2)CC1 | 4%
Cc1ccc(NC(=O)CSc2nc3cc(C(=O)NCC4CCCO4)ccc3c(=O)n2CC2CCCO2)cc1 (configuration not stated) | -2%
Cc1ccccc1CNC(=O)c1ccc(Cn2c(SCc3ccccc3)nc3cccnc32)cc1 | -12%
O=C(/C=C/c1cccc([N+](=O)[O-])c1)NCCSCc1c(Cl)cccc1Cl | 1%
CC1CCN(C(=O)CCC(=O)N2CC(C)Oc3ccccc32)CC1 (configuration not stated) | 6%
Cc1cccc(OC(=O)c2cc(-c3ccc(Cl)cc3)on2)c1C | -13%
CCOC(=O)c1cc(NC(=O)c2ccccc2)c(=O)n2c1oc1ccc(Cl)cc12 | 1%
Cn1c(=O)c2c(ncn2CC(=O)OCC(=O)NCc2ccc(F)cc2)n(C)c1=O | 5%
COc1cccc(CNC(=O)c2cnc(N3CCCCC3)c3ccccc23)c1 | -5%
CC(=O)c1ccc(NC(=O)c2cc(-c3ccc(C)s3)nc3ccccc23)cc1 | 7%
COc1ccc(NC(=O)NC2(C(=O)N3CCCC3)CCCCC2)cc1 | 1%
CCN(CC(=O)Nc1ccccc1OC)C(=O)CCOc1ccc(C(C)(C)C)cc1 | 1%
COc1ccc(CNC(=O)Cn2ccc3cc(S(=O)(=O)N4CCCCC4)ccc32)c(OC)c1 | -7%
N#Cc1ccccc1NC(=O)C(=O)NCC(c1cccnc1)N1CCc2ccccc2C1 (configuration not stated) | 3%
Cc1ccc(NC(=O)COC(=O)C2CC2)c(Br)c1 | 0%
CCc1ccc(NC(=O)C2CCCN(S(=O)(=O)c3c(C)[nH]c(=O)[nH]c3=O)C2)cc1 (configuration not stated) | -4%
COc1ccc(C2=NOC(C(=O)Nc3cc(C)nn3-c3ccccc3)C2)cc1OC (configuration not stated) | -6%
COc1ccc(Cc2nnc(SCC(=O)NC3(C#N)CCCCC3)n2N)cc1 | 0%
C[C@@H](O)CNC(=O)c1[nH]cnc1C(=O)N[C@H](C)c1ccccc1 | -5%
COc1ccccc1C1C=C(c2ccc(F)cc2)Nc2nc(-c3ccc(Cl)cc3)nn21 (configuration not stated) | -18%
Cc1ccc(CNC(=O)CCCCCn2c(=O)c3sccc3n(CC(=O)N3CCCCC3C)c2=O)cc1 (configuration not stated) | 4%
CCc1ccc(NC(=O)CCn2nc(C)c(S(=O)(=O)N3CCCCC3)c2C)cc1 | -7%
CC(Nc1ccc(F)cc1F)C(=O)NC(=O)NC1CCCCC1 (configuration not stated) | 2%
CCOc1ccccc1NC(=O)Cn1c(=O)n(-c2ccc(Cl)cc2)c(=O)c2oc3ccccc3c21 | -11%
CCN(CC)C(=O)C(c1ccccc1)S(=O)(=O)N1CCOCC1 (configuration not stated) | -3%
c1ccc(CNc2ncn[nH]2)cc1 | -2%
COc1ccc(Cn2ccn(Cc3cccc(OC)c3)c(=O)c2=O)cc1 | 2%
CC(C)NC(=O)Nc1ccc2c(c1)C(=O)N([C@H](C)CO)C[C@H](C)[C@@H](CN(C)S(=O)(=O)c1ccccc1)OCCCC[C@@H](C)O2 | -2%
CC(C)c1ccc(C2c3c(-c4ccccc4O)n[nH]c3C(=O)N2CCc2ccccc2)cc1 (configuration not stated) | 3%
Cc1nc2ccc(S(=O)(=O)N(CC(=O)Nc3ccc(F)cc3F)Cc3ccccc3)cc2s1 | -3%
COc1ccc(C2=NOC(C(=O)Nc3cccnc3)C2)cc1OC (configuration not stated) | 9%
N#CC1(Nc2ccc3c4c(cccc24)CC3)CCCCC1 | -3%
CCOc1cc2[nH]c(=O)n(CCC(=O)N3CCN(c4cccc(Cl)c4)CC3)c(=O)c2cc1OCC | -6%
Clc1ccc(-c2nc(CSc3ccccn3)cs2)cc1 | -32%[inhibitor]
COc1cc(OC)c(N(C)C(=O)Cn2ncc3c([nH]c4ccccc43)c2=O)cc1Cl | -3%
C[C@H](CO)N1C[C@H](C)[C@H](CN(C)C(=O)c2cc(-c3ccccc3)on2)OCc2cnnn2CCCC1=O | -4%
CC(NC(=O)CCCC1CCCCC1)c1ccc(S(N)(=O)=O)cc1 (configuration not stated) | 6%
CCOC(=O)N1CCC(N2C(=O)c3ccccc3C2Nc2cc(C)cc(C)c2)CC1 (configuration not stated) | 4%
C/C(=N\NC(=S)Nc1ccc(C)c(C)c1)c1ccc(N2CCOCC2)cc1 | -17%

# Screening results from PubChem.
